Screens from PubChem BioAssay.
PMI act satM6P: activators of human phosphomannose isomerase at near-saturating mannose 6-phosphate | 0.34% of 190,000 active | AID 1216 | P34949 | coupled PMI enzyme assay, resazurin fluorescence, 20 min; hits give high values; 1 = untreated enzyme, 0 = substrate-free blank | activation factor at 20 µM;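 active = activation factor of 2 or more at 20 µM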
Target sequence (P34949 whole entry, looked up): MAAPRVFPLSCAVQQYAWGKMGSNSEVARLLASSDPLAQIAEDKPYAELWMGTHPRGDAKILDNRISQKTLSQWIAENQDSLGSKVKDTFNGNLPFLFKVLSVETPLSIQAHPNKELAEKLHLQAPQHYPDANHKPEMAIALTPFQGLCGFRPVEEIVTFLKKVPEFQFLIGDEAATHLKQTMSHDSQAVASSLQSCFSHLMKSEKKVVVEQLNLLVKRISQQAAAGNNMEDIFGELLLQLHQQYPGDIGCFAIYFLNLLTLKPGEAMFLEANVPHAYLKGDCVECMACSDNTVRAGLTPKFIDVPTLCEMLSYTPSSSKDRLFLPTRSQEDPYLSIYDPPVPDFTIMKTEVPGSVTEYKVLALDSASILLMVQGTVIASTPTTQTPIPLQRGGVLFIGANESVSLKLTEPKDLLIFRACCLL
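Material: human phosphomannose isomerase with PGI, G6PDH, diaphorase coupling enzymes / Reagent: Man-6-P substrate 1.0 mM / Dosing: single compound dose of 20 µM, 1% DMSO final / Incubation: enzyme reaction with compound 20 min at room temperature / Signal: resorufin fluorescence (Ex 544/Em 590 nm) from resazurin via diaphorase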
TNAP inh hiacc: blocks human TNAP under high phosphate acceptor concentration; inhibition, % at 20 µM; AID 1135; 0.03% of 200,000 active; purified TNAP, CDP-star luminescence, 1 M DEA;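 active = over 50% inhibition of tissue-nonspecific alkaline phosphatase at 20 µM in the single-dose screen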;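 also: plate controls were DMSO wells for no effect and EDTA-quenched wells as full inhibition for full effect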
Target sequence (P05186 whole entry, looked up): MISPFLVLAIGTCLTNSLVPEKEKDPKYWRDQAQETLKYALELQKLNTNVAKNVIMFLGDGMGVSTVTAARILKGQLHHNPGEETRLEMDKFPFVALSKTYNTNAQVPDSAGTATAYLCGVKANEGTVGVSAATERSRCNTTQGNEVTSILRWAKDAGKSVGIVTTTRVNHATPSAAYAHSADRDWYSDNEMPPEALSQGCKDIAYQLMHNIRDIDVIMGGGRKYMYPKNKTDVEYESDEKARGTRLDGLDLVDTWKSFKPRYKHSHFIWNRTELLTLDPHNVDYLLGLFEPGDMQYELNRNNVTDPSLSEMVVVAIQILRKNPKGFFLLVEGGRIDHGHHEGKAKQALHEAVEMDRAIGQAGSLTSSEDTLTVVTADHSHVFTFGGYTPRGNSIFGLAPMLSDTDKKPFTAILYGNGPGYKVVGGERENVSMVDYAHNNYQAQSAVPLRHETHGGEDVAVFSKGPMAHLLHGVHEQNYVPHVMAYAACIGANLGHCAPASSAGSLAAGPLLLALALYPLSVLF
TNAP inh no acc: inhibitors of human TNAP without phosphate acceptor; P05186; purified TNAP, CDP-star luminescence, 30 min; inhibition, % at 20 µM; 0.26% of 200,000 active;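 active = tissue-nonspecific alkaline phosphatase inhibition above about 50% at 20 µM in the single-dose screen, limit read from the data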;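 also: 0% = DMSO negative control and 100% = EDTA positive control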
L major viab: Leishmania major promastigote growth inhibition. 9% of 200,000 active. AID 1063. Leishmania major promastigotes, resazurin fluorescence viability. inhibition, % at 10 µM; in the data active = inhibition above about 50%;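 also: promastigotes grown with compound for 44 hours at 28 °C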
Diaph act CS: counter-screen for diaphorase-based assays: diaphorase activators and chemical reducers. AID 1229. activation factor at 20 µM. 0.005% of 190,000 active. Diaphorase/resazurin coupled assay, resorufin fluorescence, 16 min; hits give high values; 1 = vehicle wells, 0 = NADH-free wells;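 active = diaphorase activity raised at least twofold by the compound at 20 µM; inactive = activation factor below 2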
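Assay system: Purified diaphorase enzyme from Clostridium kluyveri | Amount: Enzyme 0.07 U/mL final | Dosing: Compound 20 µM once, DMSO 1% | Timing: 16 min reaction at room temperature | Detection: Fluorescence, excitation 544 nm and emission 590 nm | Evaluation: Higher resorufin formation from activation or reduction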
bIAP inhibitor: intestinal alkaline phosphatase (bovine) inhibition | 190,000 tested, under 10 active | inhibition, % at 20 µM | purified bovine IAP, CDP-star luminescence, 30 min;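 active = over 50% inhibition of intestinal alkaline phosphatase at 20 µM in the single-dose screen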
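System: Purified bovine intestinal alkaline phosphatase (IAP) enzyme | Input: IAP diluted 1/65,000,000 in the well | Also added: CDP-star chemiluminescent phosphatase substrate, 30 µM final | Dosing: 20 µM single dose | Times: Enzyme reaction for 30 min at room temperature | Detection: Luminescence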
Diaphorase inh: diaphorase inhibition or chemical oxidation counter-screen; diaphorase resazurin-to-resorufin fluorescence, NADH, 16 min; bacterial (C. kluyveri) enzyme, not human; inhibition, % at 20 µM; 0.69% of 190,000 active; AID 1217;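 active = primary screen inhibition at 20 µM above a set limit, cut at about 50% in these data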;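 also: plate controls were DMSO with full reaction for no effect and wells lacking NADH for full effect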
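Assay system: diaphorase enzyme from Clostridium kluyveri. Quantity: enzyme working solution with 0.14 U/mL diaphorase. Schedule: reaction incubation of 16 min at room temperature. Technique: resorufin fluorescence, excitation 544 nm, emission 590 nm. Controls: No-NADH positive control and DMSO neutral control.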
TNAP act hi DEA: activators of human TNAP at high phosphate acceptor concentration | P05186 | purified TNAP, CDP-star luminescence, 1 M DEA, 30 min; hits give high values; 0 = EDTA background, 1 = DMSO-only activity | activation factor at 20 µM | 200,000 tested, under 10 active | AID 1136;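 active = activation factor at least 2 at 20 µM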
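Control set: EDTA negative control, DMSO positive control / Assay system: human TNAP / Quantity: TNAP 1/800 final / Evaluation: TNAP activation factor scaled between EDTA and DMSO control wells / Measured by: luminescent substrate turnover signal / Compound dosing: one dose, 20 µM / Times: 30 min enzyme reaction at room temperature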
bIAP activator: intestinal alkaline phosphatase (bovine) activation; purified bovine IAP, CDP-star luminescence, 30 min; hits give high values; fold of DMSO-control signal, blank-subtracted; activation factor at 20 µM; 0.17% of 200,000 active; AID 1016;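 active = activation factor of 2 or more at 20 µM, a signal rise over negative controls twice the positive control's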
PMI act: increases human mannose-6-phosphate isomerase activity; 0.005% of 190,000 active; activation factor at 20 µM; purified human PMI, coupled resazurin fluorescence, 20 min; hits give high values; 1 = vehicle control, 0 substrate-free wells; AID 1214; P34949;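 active = activation factor of 2 or more at 20 µM, relative to plate controls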
* marks the source's active call; other numbers are inactive results.

Values run as follows: TNAP inh no acc, bIAP activator, PMI act satM6P, L major viab, PMI act, Diaphorase inh, Diaph act CS, TNAP inh hiacc, TNAP act hi DEA, bIAP inhibitor
> O=C(NC(=C(Cl)Cl)P(=O)(c1ccccc1)c1ccccc1)c1ccccc1
  -48, 0.5, 0.9, 6, 0.9, 17, 0.8, -4, 1, 47
> COc1cc(C2SCC(=O)Nc3c2c(C)nn3-c2ccccc2)cc(OC)c1OC (stereo not given)
  -8, 1, 1.1, 91*, 1.1, -1, 1, -2, 1, 4
> Cc1cccc(N2CCN(CCc3ccccc3)CC2)c1C
  -8, 1, 1.1, 5, 1, -4, 1, -4, 1, 2
> CC(=NCCCn1ccnc1)c1c(O)n(C)c(=O)n(C)c1=O
  2, 1, 0.9, -1, 0.9, 8, 0.9, 0, 1, 3
> C=C(c1ccccc1)P(=O)(O)O
  0, 0.9, 1.1, -4, 1.1, 10, 0.9, 2, 1, 6
> O=c1c2ccccc2nc(CNCc2ccco2)n1-c1ccc(F)cc1
  -1, 0.8, 0.8, -2, 0.8, 22, 0.8, -3, 1, 17
> C=CCNC(=O)c1c(N)n(Cc2ccco2)c2nc3ccccc3nc12
  -17, 1.1, 0.8, 100*, 1, 30, 0.7, -4, 1, -9
> CC(C)N1CCC2(CC1)NC(CO)(CO)CO2
  -10, 1, 1.1, -8, 1.1, 1, 1, 2, 1, -3
> O=C(CNC(=O)c1ccc(Cl)cc1)Nc1ccc(Br)cc1C(=O)c1ccccc1
  7, 1, 0.9, -11, 0.9, 14, 0.9, -3, 1, 2
> Cc1nn(-c2ccccc2)c(Cl)c1C1C(C#N)=C(N)Oc2c1c(=O)oc1ccccc21 (stereo not given)
  -10, 1, 0.9, 3, 0.8, 15, 0.9, 0, 1, 4
> CN(C(=O)Oc1ccc(C(C)(C)C)cc1)c1ccccc1
  -18, 1, 1, -3, 1, 4, 1, -4, 1, 2
> N#CC(C#N)=Cc1ccc(-c2ccccc2F)o1
  6, 1, 0.9, -3, 1, 17, 0.8, 8, 0.9, -3
> Cn1c2ccccc2c2c(C(=O)N3CCC4(CC3)OCCO4)cn(C3CCCCC3)c(=O)c21
  -8, 1, 0.9, 34, 0.9, 14, 0.9, -2, 1, 0
> Cn1c(O)c(C=NCCN2CCNCC2)c(=O)n(C)c1=O
  -3, 0.9, 1, -7, 1, 4, 1, 3, 1, 6
> CCN1C(=O)CC(c2cccnc2)=Nc2ccccc21
  -8, 1.2, 0.9, -1, 0.9, 10, 0.9, -3, 1, -17
> Cc1csc(=N)n1Cc1ccccc1
  -10, 0.9, 1, 14, 0.9, 17, 0.8, -4, 1, 6
> CCn1ccnc1CN1CCCC(C(=O)c2ccc(SC)cc2)C1 (stereo not given)
  -3, 1.2, 1, 9, 0.9, -5, 1, 3, 1, -24
> COP(=O)(OC)C(Nc1ccccn1)c1ccccc1 (stereo not given)
  -2, 1, 1, 31, 1, 2, 1, -4, 1, 4
> NS(=O)(=O)c1ccc(N2CCNCC2)cc1
  -6, 1.1, 0.9, -3, 0.9, 10, 0.9, -2, 1, -14
> CCCC1(CCC)C(=O)NC(=NCc2ccccc2)NC1=O
  0, 0.9, 0.9, -2, 0.9, 24, 0.8, -2, 1, 12

Fetched one by one from the list above:
Values run as follows: TNAP inh no acc, bIAP activator, PMI act satM6P, L major viab, PMI act, Diaphorase inh, Diaph act CS, TNAP inh hiacc, TNAP act hi DEA, bIAP inhibitor
> NS(=O)(=O)c1ccc(N2CCNCC2)cc1
  -6, 1.1, 0.9, -3, 0.9, 10, 0.9, -2, 1, -14
> Cn1c(O)c(C=NCCN2CCNCC2)c(=O)n(C)c1=O
  -3, 0.9, 1, -7, 1, 4, 1, 3, 1, 6

Remaining list, next part:
Values run as follows: TNAP inh no acc, bIAP activator, PMI act satM6P, L major viab, PMI act, Diaphorase inh, Diaph act CS, TNAP inh hiacc, TNAP act hi DEA, bIAP inhibitor
> O=c1c2ccccc2nc(-c2ccc([N+](=O)[O-])cc2)n1-c1ccccc1
  -5, 1.4, 1.1, -2, 1.1, 6, 0.9, 0, 1, -44
> Cn1c(=O)cc(OCCCC(=O)N2CCC3(CC2)OCCO3)c2ccccc21
  -12, 1.1, 1, 1, 1, -5, 1.1, -4, 1, -9
> N#Cc1ccccc1Cn1cc(C(=O)c2ccccc2F)c2ccccc21
  -6, 0.9, 0.9, 49, 0.8, 28, 0.7, -4, 1, 15
> CN(C)CC#CCC(O)(c1ccccc1)C1CCCC1 (stereo not given)
  -4, 0.8, 1.1, 10, 1, 13, 0.9, -7, 1.1, 20
> CCn1c(P(C)(=O)O)nc2ccccc21
  -7, 0.9, 1, -4, 1, 3, 1, 0, 1, 10
> CC(C)C(=O)c1cn(Cc2ccccc2C#N)c2ccccc12
  -13, 0.8, 0.9, 8, 0.9, 34, 0.7, -5, 1.1, 16
> CC(=O)Nc1ccccc1OC(=O)N(C)C
  -10, 1, 1, -5, 0.9, 16, 0.8, -4, 1, 0
> CC(=O)c1ccc(OC(=O)N(C)c2ccccc2)cc1
  -10, 1.1, 0.9, -9, 0.9, 16, 0.8, -6, 1.1, -13
> CCOP(=O)(OCC)c1ccc(O)cc1
  1, 1.2, 1.1, -1, 1.1, -2, 1, -3, 1, -23
> COc1ccn(C)c(=O)c1C#N
  -4, 1, 1, -17, 1, 2, 1, -3, 1, 3
> Nc1ccccc1C(=O)OCCOc1ccccc1
  -11, 0.6, 0.9, -3, 0.9, 7, 0.9, -3, 1, 38
> COc1ccc(CC2C(=O)N(c3ccccc3)C(=O)N(c3ccccc3)C2=O)c(OC)c1
  2, 1, 1.4, 4, 1.2, 12, 0.9, -9, 1.1, 3
> O=C(Cc1ccc(Br)cc1)N1CCN(Cc2ccccc2)CC1
  -2, 1.1, 1.1, 87*, 1, -8, 1.1, -6, 1.1, -9
> CN(C(=O)Oc1cccc2cccnc12)c1ccccc1
  -13, 1, 0.9, -7, 1, -2, 1, -4, 1, 1
> CCC(CC)N1CCN(C(=O)Cc2ccccc2)CC1
  -11, 0.9, 1, 18, 1, 25, 0.8, -4, 1, 14
> O=C(Nc1ccc(F)cc1F)c1cccn(Cc2ccccc2)c1=O
  -2, 1, 1, -7, 1, 2, 1, 2, 1, 0
> CCc1ccc(-n2c(O)c(/C=N/NC(=O)c3ccncc3)c(=O)[nH]c2=O)cc1
  -14, 0.6, 1, -7, 1, 36, 0.6, -2, 1, 41
> O=C1NC(=O)C(=Cc2ccccc2OCCOc2ccc([N+](=O)[O-])cc2)C(=O)N1
  2, 1.1, 1.1, 64*, 1.1, 8, 0.9, 4, 1, -5
> C#C[C@]1(O)CC[C@H]2[C@@H]3CCC4=CC(=O)CC[C@]4(C)[C@H]3CC[C@@]21C
  -8, 0.9, 1, -2, 1, 8, 0.9, -2, 1, 14
> C[C@@H]1C(=O)O[C@@H]2[C@H](O)C34[C@@H]5OC(=O)C3(O[C@H]3OC(=O)[C@H](O)C34[C@H](C(C)(C)C)[C@H]5O)[C@@]12O (stereo not given in full)
  -6, 1.1, 1, -8, 1, 6, 0.9, -3, 1, -8

Some of the entries so far, as labelled records:
compound: N#Cc1ccccc1Cn1cc(C(=O)c2ccccc2F)c2ccccc21
  TNAP inh no acc: -6; bIAP activator: 0.9; PMI act satM6P: 0.9; L major viab: 49; PMI act: 0.8; Diaphorase inh: 28; Diaph act CS: 0.7; TNAP inh hiacc: -4; TNAP act hi DEA: 1; bIAP inhibitor: 15
compound: COc1ccc(CC2C(=O)N(c3ccccc3)C(=O)N(c3ccccc3)C2=O)c(OC)c1
  TNAP inh no acc: 2; bIAP activator: 1; PMI act satM6P: 1.4; L major viab: 4; PMI act: 1.2; Diaphorase inh: 12; Diaph act CS: 0.9; TNAP inh hiacc: -9; TNAP act hi DEA: 1.1; bIAP inhibitor: 3
compound: CN(C(=O)Oc1cccc2cccnc12)c1ccccc1
  TNAP inh no acc: -13; bIAP activator: 1; PMI act satM6P: 0.9; L major viab: -7; PMI act: 1; Diaphorase inh: -2; Diaph act CS: 1; TNAP inh hiacc: -4; TNAP act hi DEA: 1; bIAP inhibitor: 1

The list goes on:
Values run as follows: TNAP inh no acc, bIAP activator, PMI act satM6P, L major viab, PMI act, Diaphorase inh, Diaph act CS, TNAP inh hiacc, TNAP act hi DEA, bIAP inhibitor
> CN1C(=O)C(=Cc2ccccc2OCc2ccc(C(=O)O)cc2)C(=O)N(C)C1=O
  2, 1, 1.1, -9, 1.1, 4, 1, -4, 1, -3
> O=C(C1CCC(=O)N1C1CCCC1)N1CCC2(CC1)OCCO2 (stereo not given)
  -10, 1.1, 1.1, -5, 1, -7, 1.1, -5, 1, -10
> O=C(Cc1ccccc1)NC(Oc1ccccc1Cl)C(Cl)(Cl)Cl (stereo not given)
  21, 1, 1.1, -4, 1, 8, 0.9, 0, 1, 0
> CCOC(C(=O)OCCC[N+](C)(CC)CC)(c1ccccc1)c1ccccc1
  -4, 1, 1, 5, 0.9, 6, 0.9, 1, 1, 0
> O=C1NC(=O)C(CCc2ccncc2)(C2CCCCC2)C(=O)N1
  -11, 1, 1.1, -2, 1, -9, 1.1, -5, 1.1, -2
> Cn1c(O)c(C(=NCCc2c[nH]c3ccccc23)c2ccccc2)c(=O)n(C)c1=O
  -6, 1, 1, 4, 1, 9, 0.9, -1, 1, 0
> CN1C(=O)C(=Cc2ccccc2Oc2ccc(Cl)c(F)c2)C(=O)N(C)C1=O
  -8, 0.9, 1.1, 6, 1, 10, 0.9, 1, 1, 14
> O=[N+]([O-])c1ccc(N2CCNCC2)cc1NCc1ccco1
  15, 0.8, 0.6, 101*, 0.9, 6, 0.9, 18, 0.8, 19

An excerpt; rates above refer to the full screens.
